EP2 modulator: modulators of human EP2 prostaglandin E2 receptor; P43116; EP2-expressing cells, cAMP HTRF FRET, PGE2 co-stimulation; AID 940; actives 0.83% (n = 260,000); induction, % at 25 µM;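 active = compounds whose cAMP rise, as percent of the full-agonist control response, exceeds 60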;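 also: rat C6 glioma line stably carrying human EP2 under a CMV promoter; the protocol text gives 20 µM as final concentration; 100% = response of wells given 1 µM PGE2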
Target sequence (P43116 whole entry, looked up): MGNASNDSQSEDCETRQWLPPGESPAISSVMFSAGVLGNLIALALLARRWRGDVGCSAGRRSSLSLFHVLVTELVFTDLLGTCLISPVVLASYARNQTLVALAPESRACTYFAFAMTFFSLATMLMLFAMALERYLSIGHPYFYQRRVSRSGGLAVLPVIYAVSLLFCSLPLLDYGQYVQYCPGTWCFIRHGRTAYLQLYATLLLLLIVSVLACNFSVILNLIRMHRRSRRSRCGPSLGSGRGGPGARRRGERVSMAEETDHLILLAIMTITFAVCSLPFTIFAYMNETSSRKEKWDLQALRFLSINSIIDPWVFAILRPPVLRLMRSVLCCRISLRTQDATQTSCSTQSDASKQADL
PGE2 EP2 inh: EP2 receptor (human) inhibition; P43116; C6 glioma cells expressing human EP2, cAMP TR-FRET; cells stimulated with saturating PGE2; inhibition, % at 25 µM; actives 0.52% (n = 260,000);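 active = percent inhibition above 40 after rounding to a whole number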;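 also: rat C6 glioma host cells with rolipram phosphodiesterase inhibitor present; the protocol text gives 20 µM as final concentration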
* = called active by the depositor; & = joins results of further samples. A portion of the library. The share of hits here may be higher or lower than overall.

Values run as follows: EP2 modulator | PGE2 EP2 inh
1. COCCN(C(=O)Cc1ccc(OC)cc1)c1nc2c(s1)CCc1c-2cnn1C
 : -49.1 | 5.8
2. COc1ccc(C=Nc2c(O)ccc3ccccc23)cc1OC
 : -6.8 | 13.0
3. CCOC(=O)C(C)(C)[C@H](O)C(C)C
 : 12.1 | 12.1
4. C#CCN1C(=O)C(O)(CC(=O)c2ccc(N)cc2)c2ccccc21 (centres undefined)
 : -57.6 | 9.0
5. c1ccc(-c2cc(-c3cc(-c4ccccn4)[nH]n3)n[nH]2)nc1
 : -0.6 | 3.1
6. COc1ccccc1NC(=O)c1sc2ncn(Cc3ccc(F)cc3)c(=O)c2c1C
 : 20.6 | 14.9
7. O=C(CN1CCC(C(=O)c2ccc3c(c2)OCCO3)CC1)Nc1ccccc1
 : -16.3 | 10.9
8. CCCn1c(-c2ccco2)n[nH]c1=S
 : 23.9 | 13.5
9. COc1ccc(CCNC(=O)c2cc(-c3ccc(C)cc3)on2)cc1OC
 : -7.7 | 8.7
10. COc1cc(NC(=O)CSc2nnc3c(n2)[nH]c2ccc(F)cc23)cc(OC)c1
 : -5.1 | 11.6
11. O=C(CSc1nnc(-c2cccnc2)o1)Nc1cccc(Cl)c1
 : -1.4 | 10.2
12. COc1ccc(-n2nnnc2SCC(=O)Nc2cccc(C(C)=O)c2)c(OC)c1
 : -89.4 | 7.9
13. O=C(Nc1ccc2nc3[nH]c(=O)[nH]c(=O)c3nc2c1)c1ccccc1
 : -15.6 | 11.4
14. O=C1OC2(CCCC2)OC(=O)C1=Cc1ccc(-c2cccc(C(=O)O)c2)o1
 : -76.2 | 32.2
15. COCCCNC(=O)c1cc2ccc(OC(=O)c3cc4ccccc4oc3=O)cc2oc1=O
 : -23.8 | 7.2
16. CC(=O)Nc1ccc(C(O)CN2CCC(O)(c3ccccc3C)CC2)cc1 (centres undefined)
 : -31.4 | 4.3
17. COc1ccc(NCc2nnc(SCC(=O)Nc3ccccc3OC)n2C)cc1
 : -42.3 | 14.7
18. Cc1ccccc1C1C2=C(CC(C)(C)CC2=O)N(CC(=O)O)C2=C1C(=O)CC(C)(C)C2
 : -22.7 | 14.7
19. C[C@H](Cn1nnc2ccccc21)NC(=O)Cn1cnc2ccccc2c1=O
 : -18.5 | 4.4
20. CCOc1ccc(C2C(C#N)=C(N)Oc3c2c(C)nn3-c2ccc(C)cc2)cc1OCC (centres undefined)
 : -15.0 | 7.4
21. OC(CN1CCC2(CC1)CC(O)c1cc(Cl)ccc1O2)c1ccccc1 (centres undefined)
 : -73.9 | 12.3
22. Cc1ccccc1NC(=O)CSc1nnc(COc2ccc(Br)cc2)n1C
 : -18.4 | 14.2
23. O=S(=O)(c1cccc(C(F)(F)F)c1)N1c2ccccc2-n2cccc2[C@H]1c1cccnc1
 : 52.2 | 37.0
24. O=C(NC1CCCCC1)C1CCCN(S(=O)(=O)c2ccc(F)cc2)C1 (centres undefined)
 : -15.3 | 14.7
25. Cc1ccc2cc3cc(C(=O)O)sc3nc2c1C
 : -29.4 | 15.4
26. Cc1ccc2cc(CN(Cc3nnnn3Cc3ccc(F)cc3)C3CCCCC3)c(=O)[nH]c2c1C
 : 6.1 | 34.9
27. CCn1c(O)c(C=Nc2cccc(C)c2)sc1=S
 : -105.8 | 14.2
28. CCCN(CCc1ccccc1)C1CCc2c(O)cccc2C1 (centres undefined)
 : 8.9 | 16.3&12.0
29. Cc1cccc(OCC(O)Cn2nc(C)cc2C)c1 (centres undefined)
 : -12.2 | 13.1
30. NC(=O)CSc1nnc(-c2ccccc2)o1
 : -18.3 | 14.9

Continuation.
Values run as follows: EP2 modulator | PGE2 EP2 inh
31. S=C(NCc1ccccc1)Nc1nccs1
 : -39.7 | 12.7
32. Cc1ccc2cc(C#N)c(SCC(=O)N3CCC(C)CC3)nc2c1C
 : -5.8 | 5.2
33. Cc1cc(C)cc(OCC(=O)N2N=C(C(C)C)CC2(O)C(F)(F)F)c1 (centres undefined)
 : -77.9 | 8.0
34. COc1cc(C2NC(=O)NC(C)=C2C(=O)Nc2ccccc2)cc(Cl)c1O (centres undefined)
 : -21.5 | 8.4
35. O=C(Nc1cc(C(F)(F)F)ccc1Cl)c1nc2ncccn2n1
 : -19.9 | 12.3
36. CCC(C)c1ccc(OCC(=O)Nc2nnn(CC)n2)cc1 (centres undefined)
 : 11.8 | 14.5
37. C1=C(CN2CC(CN3CCOCC3)c3ccccc32)COCC1 (centres undefined)
 : -5.6 | 7.8
38. COc1ccc(N2CC(C(=O)Nc3ccc4ccccc4c3)CC2=O)cc1 (centres undefined)
 : -44.1 | 10.6
39. O=C(NC1CCCC1)C(c1ccc(Cl)cc1)N(Cc1ccco1)C(=O)Cc1cccs1 (centres undefined)
 : 56.2 | 8.1
40. CCc1ccc(-n2c(SCC(=O)Nc3ccccc3OC)nnc2-c2ccncc2)cc1
 : -20.8 | 8.7
41. CCOc1ccc(/C(O)=C2/C(=O)C(=O)NC2c2ccc(O)c(OCC)c2)cc1 (centres undefined)
 : 18.1 | 13.3
42. CC(NC(=O)c1ncoc1-c1ccccc1C(F)(F)F)c1ccncc1 (centres undefined)
 : -22.9 | 9.6
43. Cc1ccc2c(c1)C(c1ccc(N(C)C)cc1)=NNC(c1cccnc1)=N2
 : -13.8 | 8.3
44. COc1ccc(-c2cc(C(F)(F)F)nc(SCC(=O)N(C)C3CCCCC3)n2)cc1OC
 : -17.6 | 5.7
45. COc1ccc([C@@H]2CN(C(=O)c3csc4c3CCCC4)C[C@H]2C(=O)O)cc1
 : -23.8 | 5.1
46. COc1ccc(-c2ccc(SCC(=O)N(C)C)nn2)cc1
 : 11.0 | 13.6
47. O=C1NC(=O)N(c2ccc(F)cc2)C(=O)/C1=C/c1ccco1
 : -120.2 | 53.3*
48. CCCn1c(=O)c2c(nc(N3CCN(N=O)CC3)n2CCC)n(C)c1=O
 : -14.0 | 9.7
49. COc1cccc(/C(O)=C2/C(=O)C(=O)NC2c2cccs2)c1 (centres undefined)
 : 4.3 | 9.0
50. CN[C@@H](c1ccncc1)[C@@H](NC)c1ccncc1
 : -16.8 | 8.8
51. CC(=O)NC1(c2ccccc2F)CCN(Cc2cc3ccccc3nc2N(C)C)CC1
 : -39.8 | 3.4
52. CC(C)(C)NC(=O)C(c1ccccc1)N(Cc1cccnc1)C(=O)c1csnn1 (centres undefined)
 : 21.8 | 11.3
53. COc1ccc(/C=C\c2nc(O)c([N+](=O)[O-])c(=O)[nH]2)cc1OCc1c(F)cccc1Cl
 : 11.7 | 8.3
54. COc1nc(C)ccc1-c1noc(-c2cccc(C)c2)n1
 : -50.0 | 7.4
55. C=CCn1c(N2CCCC(C)C2)nc2c1c(=O)[nH]c(=O)n2C (centres undefined)
 : 6.8 | 3.8
56. CN(C)CC[C@H](c1ccc(Cl)cc1)c1ccccn1
 : 35.1 | 13.9
57. Nc1nc(-c2cccc([N+](=O)[O-])c2)cc(-c2cc(-c3cccc([N+](=O)[O-])c3)nc(N)n2)n1
 : 7.6 | 43.8*
58. Cc1ccccc1NC(=O)C(=O)NCCN1CCOCC1
 : 2.6 | 10.4
59. CCCC(=O)Nc1nnc(SCCOC)s1
 : 5.4 | 17.0
60. CC(=O)Nc1ncc(C(C)(C)C)s1
 : 34.2 | 18.2

Remaining list, next part
Values run as follows: EP2 modulator | PGE2 EP2 inh
61. Cc1ccc2occ(CN3CCc4c(nc(C)[nH]c4=O)C3)c(=O)c2c1
 : 13.2 | 8.9
62. CCOc1ccccc1NC(=O)CN1CCC(NC(=O)c2ccco2)CC1
 : -16.0 | 5.0
63. Cc1ccc(C)c2[nH]c(=O)c(CN(CCc3ccccc3)Cc3nnnn3CC3CCCO3)cc12 (centres undefined)
 : 27.9 | 14.1
64. COC(=O)c1cc(OC)c(=O)c2c(OC)c(OC)ccc2c1
 : 47.1 | 10.7
65. COc1ccc(C)cc1NC(=O)Cn1nc(-c2cc(C)oc2C)cc(N)c1=O
 : -81.2 | 7.2
66. NCC[C@H](N)C(=O)O
 : 27.7 | 9.5
67. COc1cccc(C(=O)N(Cc2ccc3c(c2)OCO3)Cc2cc3cccc(C)c3[nH]c2=O)c1
 : -73.2 | 18.2
68. COCCn1nnnc1C(C(C)C)N1CCN(Cc2ccc3c(c2)OCO3)CC1 (centres undefined)
 : -17.0 | 6.5
69. COc1cc(-c2[o+]c3cc(O)cc(O)c3cc2O)cc(O)c1O
 : 43.1 | 34.0
70. CN1/C(=C/C(=O)C2CC2)Sc2ccccc21
 : -33.0 | 8.6
71. CC(C)(C)NC(=O)CSc1nnc(NC(=O)c2ccc(Cl)cc2)s1
 : 2.5 | 5.9
72. O=C(c1cccc(Cl)c1)N(Cc1nc2ccccc2c(=O)[nH]1)C1CCCC1
 : 21.1 | 7.8
73. O=C(Nn1cnnc1)c1ccc2c(c1)OCO2
 : -20.8 | 6.0
74. O=C(c1ccco1)N1CCN(Cc2nnnn2Cc2ccco2)CC1
 : 23.9 | 21.6
75. Cc1ccc(C)c(N(CC(=O)NC(C)C)C(=O)CCC(=O)Nc2ccccn2)c1
 : -16.6 | 5.9
76. Cc1ccc2[nH]c(=O)c(CN(CCc3ccccc3)Cc3nnnn3C3CCCCC3)cc2c1
 : 71.2* | 12.2
77. CC1CCCC(C)N1C(=O)CSc1nnc(NC(=O)c2ccccc2Cl)s1 (centres undefined)
 : 2.2 | 8.6
78. CCc1ccc2[nH]c(=O)c(CN(CCCO)C(=O)Nc3ccccc3)cc2c1
 : -29.8 | 5.5
79. CC(=O)c1nnn(-c2ccc(F)cc2)c1NC1CCCC1
 : -52.0 | 5.0
80. CCOc1nc(C)ccc1-c1noc(-c2ccccc2C)n1
 : 16.6 | 12.6
81. O=C(Nc1ccccc1F)c1c(O)c2c([nH]c1=O)CCCC2
 : -6.1 | 11.1
82. CCOc1ccc(NC(=O)c2c(O)c3cc(OC)c(OC)cc3[nH]c2=O)cc1
 : -14.1 | 15.5
83. Cc1sc(NC(=O)C2CCC2)nc1-c1ccc2c(c1)CCN2C(=O)C(C)C
 : -83.2 | 13.7
84. COc1cccc(C2/C(=C(/O)c3ccc(OC)c(OC)c3)C(=O)C(=O)N2C)c1 (centres undefined)
 : 9.2 | 13.3
85. O=C(Cn1nc(C(F)(F)F)c2c1CCC2)Nc1ccc(Cl)c(Cl)c1
 : -72.6 | 16.4
86. COc1ccnc(CS(=O)c2nc3ccc(OC(F)F)cc3[nH]2)c1OC (centres undefined)
 : 21.4 | 8.3
87. O=C(C[C@@H]1C=Cc2ccccc2N1C(=O)c1ccccc1)c1ccccc1
 : 38.4 | 58.8*
88. Cc1cc2cc3c(cc2nc1SCC(=O)N1CCCC(C)C1)OCCO3 (centres undefined)
 : 11.9 | 14.8
89. CC(=C\c1sc2ccccc2[n+]1CCO)/C=C1/Sc2ccccc2N1CCC(=O)O
 : -10.9 | 11.2
90. O=C(CN1CCN(c2ccccc2)CC1)N1CCCc2ccccc21
 : -34.2 | 12.5

15 structures already listed, ordered by heavy-atom count, ascending.
Values run as follows: EP2 modulator | PGE2 EP2 inh
66. NCC[C@H](N)C(=O)O
 : 27.7 | 9.5
70. CN1/C(=C/C(=O)C2CC2)Sc2ccccc21
 : -33.0 | 8.6
73. O=C(Nn1cnnc1)c1ccc2c(c1)OCO2
 : -20.8 | 6.0
79. CC(=O)c1nnn(-c2ccc(F)cc2)c1NC1CCCC1
 : -52.0 | 5.0
80. CCOc1nc(C)ccc1-c1noc(-c2ccccc2C)n1
 : 16.6 | 12.6
69. COc1cc(-c2[o+]c3cc(O)cc(O)c3cc2O)cc(O)c1O
 : 43.1 | 34.0
85. O=C(Cn1nc(C(F)(F)F)c2c1CCC2)Nc1ccc(Cl)c(Cl)c1
 : -72.6 | 16.4
74. O=C(c1ccco1)N1CCN(Cc2nnnn2Cc2ccco2)CC1
 : 23.9 | 21.6
88. Cc1cc2cc3c(cc2nc1SCC(=O)N1CCCC(C)C1)OCCO3 (centres undefined)
 : 11.9 | 14.8
83. Cc1sc(NC(=O)C2CCC2)nc1-c1ccc2c(c1)CCN2C(=O)C(C)C
 : -83.2 | 13.7
65. COc1ccc(C)cc1NC(=O)Cn1nc(-c2cc(C)oc2C)cc(N)c1=O
 : -81.2 | 7.2
68. COCCn1nnnc1C(C(C)C)N1CCN(Cc2ccc3c(c2)OCO3)CC1 (centres undefined)
 : -17.0 | 6.5
89. CC(=C\c1sc2ccccc2[n+]1CCO)/C=C1/Sc2ccccc2N1CCC(=O)O
 : -10.9 | 11.2
76. Cc1ccc2[nH]c(=O)c(CN(CCc3ccccc3)Cc3nnnn3C3CCCCC3)cc2c1
 : 71.2* | 12.2
63. Cc1ccc(C)c2[nH]c(=O)c(CN(CCc3ccccc3)Cc3nnnn3CC3CCCO3)cc12 (centres undefined)
 : 27.9 | 14.1

The list continues.
Values run as follows: EP2 modulator | PGE2 EP2 inh
91. Cn1cccc1C(=O)c1cccc(Br)c1
 : 2.0 | 5.0
92. N#Cc1ccccc1CSc1nnc(-c2ccncc2)o1
 : -11.5 | 9.1
93. O=C(C[N+]1(c2ccccc2)CCOCC1)c1ccccc1
 : 15.3 | 53.4*
94. Cc1nc2c(c(=O)[nH]1)CCN(C(=O)c1cccc3nccnc13)C2
 : -2.0 | 2.9
95. Cc1ccc(S(=O)(=O)NC2CC(C)(C)NC(C)(C)C2)cc1
 : -36.5 | 13.9
96. COc1ccc(OCC(=O)Nc2ccccc2N2CCN(C(=O)C(C)C)CC2)cc1
 : 9.8 | 10.3
97. O=c1c2cc(O)c(O)cc2oc2cc(O)c(C3O[C@H](CO)[C@H](O)[C@@H](O)[C@H]3O)c(O)c12 (some centres undefined)
 : 15.6 | 16.5
98. COC(=O)c1cc(=O)c(O)c2c(O)c(O)ccc2c1
 : -2.2 | 9.8
99. N#Cc1ccc(/C=C\c2nc(O)c([N+](=O)[O-])c(=O)[nH]2)cc1
 : -10.3 | 10.3
100. Cc1ccc(NC(=O)CSc2nnc(-c3ccco3)n2C)cc1C
 : -38.8 | 7.1
